Source: PubChem
TAAR1 antag = antagonists of human TAAR1; Q96RJ0; CHO RD-HGA16 TAAR1, Fluo-8 calcium fluorescence, antagonist; inhibition, % at 3 µM; 360,000 tested, 1.5% active;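 active means inhibition above a per-plate cutoff, the mean inhibition of test compounds on that plate plus 3 SD, cut at about 49% in these data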;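 further: 0% = DMSO plus EC80 beta-PEA response and 100% = DMSO alone without agonist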
Target sequence (Q96RJ0 whole entry, looked up): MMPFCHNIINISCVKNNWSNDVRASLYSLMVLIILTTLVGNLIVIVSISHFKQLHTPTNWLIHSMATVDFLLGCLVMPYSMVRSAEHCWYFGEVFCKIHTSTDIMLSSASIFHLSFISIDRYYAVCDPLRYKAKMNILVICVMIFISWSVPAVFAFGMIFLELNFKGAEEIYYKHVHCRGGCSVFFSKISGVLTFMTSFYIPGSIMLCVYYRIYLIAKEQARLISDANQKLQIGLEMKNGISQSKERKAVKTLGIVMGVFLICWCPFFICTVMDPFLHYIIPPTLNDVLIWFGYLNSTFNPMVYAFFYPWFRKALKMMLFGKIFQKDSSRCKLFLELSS
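Test system – hTAAR1-expressing CHO RD-HGA16 cells, Gα16-coupled · Also added – β-PEA at EC80 concentration, post-compound challenge · Compound – 3 µM, single point · Incubation – dye loading 75 min at 37 °C, then 30 min room temperature · Measured by – Fluo-8 intracellular calcium dye fluorescence, real-time kinetic reads · Benchmarks – vehicle and agonist controls · Replicates – singlicate, one well per test compound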
OXTR potentiate = potentiators of human oxytocin receptor. P30559. CHO-OTR cells, Fluo-8 calcium fluorescence, potentiator mode; 0% = oxytocin EC15, 100% = EC100. 320,000 tested, 0.061% active. activation, % at 3 µM. AID 2445;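 active means activation above that plate's cutoff, the mean activation of tested compounds plus 3 SD, cut at about 6.6% in these data, passing the limit was not always enough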;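 further: 100% uses oxytocin at 75 nM as the full agonist control; some results filed as inactive read as strong as hits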
Target sequence (P30559 whole entry, looked up): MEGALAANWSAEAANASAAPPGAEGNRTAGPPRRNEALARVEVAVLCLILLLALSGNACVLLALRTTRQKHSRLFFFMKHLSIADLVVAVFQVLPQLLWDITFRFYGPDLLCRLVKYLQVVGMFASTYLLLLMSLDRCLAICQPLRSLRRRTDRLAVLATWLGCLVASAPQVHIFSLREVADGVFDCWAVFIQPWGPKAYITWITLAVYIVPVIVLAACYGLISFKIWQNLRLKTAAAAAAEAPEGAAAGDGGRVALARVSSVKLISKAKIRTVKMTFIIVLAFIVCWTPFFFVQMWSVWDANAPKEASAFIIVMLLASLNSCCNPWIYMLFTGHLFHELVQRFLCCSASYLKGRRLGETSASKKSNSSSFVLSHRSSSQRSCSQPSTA
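Material: CHO-OTR cells, human receptor; compound dosing: single dose, 3.0 µM nominal final compound concentration; schedule: 6 min compound pre-incubation at room temperature, 100 s kinetic read; measured by: kinetic Fluo-8 calcium fluorescence; read-out basis: % activation vs EC15 and EC100 oxytocin; controls: EC15 oxytocin alone as 0%, 75 nM oxytocin as 100%; replicates: singlicate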
CHO-K1 Ca ag = M1 agonist counterscreen hit in parental CHO-K1 cells; Fluo-8 calcium fluorescence; scaled to maximal ATP response, vehicle zero; activation, % at 3 µM; 360,000 tested, 0.48% active; AID 602248; in the data active means activation above about 15%;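 further: untransfected CHO-K1 host cells lacking M1 receptor as counterscreen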
CHRM1 antagonist = blocks human M1 muscarinic receptor. P11229. CHO-K1 hM1, Fluo-8 calcium fluorescence, ACh EC80 antagonist. inhibition, % at 3 µM. 360,000 tested, 1.3% active. AID 588852;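 active means percent inhibition above its own plate's cutoff, namely the mean of that plate's compound wells plus 3 SD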;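 further: peak over basal fluorescence ratio during 140 s after agonist addition; 0% = ACh EC80 plus DMSO and 100% = DMSO alone without agonist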
TAAR1 ag = human TAAR1 agonism; activation, % at 3 µM; CHO RD-HGA16 TAAR1, Fluo-8 calcium fluorescence; vehicle wells 0%, saturating PEA agonist 100%; 360,000 tested, 0.99% active; Q96RJ0; AID 624467;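 active means activation above the mean activation of all test compounds in the run plus 3 SD, cut at about 38% in these data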
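Test system: RD-HGA16 (CHO) cells co-expressing Gα16 and hTAAR1 / Benchmarks: DMSO vehicle as 0%, PEA at EC100 as 100% / Repeats: no replicates (n 1) / Measure: % activation from peak over basal fluorescence ratio, DMSO-to-PEA scaled / Timing: 17-24 h plating, Fluo-8 75 min 37 °C, 30 min RT / Technique: kinetic Fluo-8 calcium fluorescence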
CHO-K1 Ca antag = nonselective inhibitor or artifact in parental CHO-K1 cells; ATP-induced calcium, Fluo-8 fluorescence; inhibition, % at 3 µM; 360,000 tested, 0.6% active; AID 602250;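 active means inhibition above a per-plate cutoff, the plate's mean sample inhibition plus 3 SD, cut at about 24% in these data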;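 further: 0% = DMSO plus EC80 ATP and 100% = DMSO alone without ATP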
CHO parental Ca = counter-screen for OX1R antagonists: effect in parental CHO cells | parental CHO-K1, ATP-induced calcium, Fluo-8 fluorescence | inhibition, % at 5.6 µM | 330,000 tested, 0.63% active | AID 463079;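 active means inhibition above that plate's mean sample inhibition plus 3 SD, cut at about 26% in these data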;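 further: 0% = ATP-challenged DMSO wells and 100% = DMSO wells without ATP; some compounds past the cut are filed as inactive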
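Assay system – parental CHO cells · Reagent – ATP stimulus · Detection – intracellular calcium via Fluo-8 no-wash fluorescent dye · Evaluation – percent inhibition of ATP-evoked calcium rise, normalized to controls · Controls – ATP wells versus no-ATP DMSO wells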
M1 ag = human M1 muscarinic receptor agonism | P11229 | CHO-K1 hM1, Fluo-8 calcium fluorescence, agonist mode; 0% DMSO, 100% acetylcholine EC100 | activation, % at 3 µM | 360,000 tested, 0.33% active | AID 588814;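 active means activation above the run's mean compound activation plus 3 SD, cut at about 16% in these data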;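 further: peak over basal fluorescence ratio within a 140 s kinetic read after compound addition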
CHO-K1 Ca PAM = counter-screen for M1 PAMs: effect in parental CHO-K1 cells | ATP EC20, Fluo-8 calcium fluorescence; 0% at ATP EC20, 100% at ATP max | activation, % at 3 µM | 360,000 tested, 0.02% active | AID 602247;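 active means activation above the run cutoff, the mean activation of all test compounds plus 3 SD, cut at about 40% in these data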;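 further: peak over basal fluorescence ratio in a 140 s read after ATP addition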
An asterisk follows results filed as active; / = no result given.

SMILES	TAAR1 antag	OXTR potentiate	CHO-K1 Ca ag	CHRM1 antagonist	TAAR1 ag	CHO-K1 Ca antag	CHO parental Ca	M1 ag	CHO-K1 Ca PAM
O=C(CN1CCOCC1)Nc1c(-c2ccccc2)c2cc(Br)ccc2[nH]c1=O	15	-1	1.1	-3	1	-21	-23	-2	8
CCCC(=O)N1CCC1(C)C(=O)NS(=O)(=O)c1cccs1 (configuration not stated)	-10	/	-0.1	-21	3	-1	/	-1	1
Nc1ccc2ncccc2c1	-3	-4	1.5	4	5	-20	-14	-13	4
C[C@@H]1CC[C@]2(C(=O)O[C@@H]3O[C@H](CO)[C@@H](O)[C@H](O)[C@H]3O)CC[C@]3(C)C(=CCC4[C@@]5(C)CC[C@H](O[C@@H]6OC[C@H](O)[C@H](O[C@@H]7O[C@H](CO)[C@@H](O)[C@H](O)[C@H]7O)[C@H]6O)C(C)(C)C5CC[C@]43C)C2[C@]1(C)O (some centres not stated)	11	8	0.9	-1	0	-10	-5	-4	2
COc1ccc(/C=C/c2cc(O)cc(O[C@@H]3O[C@H](CO)[C@@H](O)[C@H](O)[C@H]3O)c2)cc1O	8	/	0.1	-29	0	-12	/	-3	31
O=C(NCC1CCCCC1)c1ccc(Cl)nc1	-19	0	0.0	-1	-1	-4	-12	-4	-8
CC1(/[N+]([O-])=C/c2ccccc2F)CCCCC1=O (configuration not stated)	12	-3	0.2	-8	1	-3	-7	-6	19
CC1CCCC(NC(=O)c2ccc3c(c2)N(Cc2ccccc2)C(=O)CS3=O)C1C (configuration not stated)	-22	-10	0.1	-5	2	-2	-17	-12	-1
O=C(Nc1ccccc1C(=O)Nc1ccccn1)c1ccccc1F	-1	-4	1.1	7	1	-4	-15	1	-1
CCN(CC(=O)Nc1ccc(N2CCOCC2)cc1)CC(=O)NC(C)(C)C	-2	-8	0.2	-2	1	-7	-2	-6	14
CCN1CCN(CC(=O)Nc2ccc3c(c2)OCO3)C(=O)C1=O	-1	-2	-0.1	-16	1	-1	-3	-2	9
CCN1CCN(S(=O)(=O)c2ccc(S(=O)(=O)NCC3CCCO3)cc2)CC1 (configuration not stated)	4	1	0.8	-5	4	-15	-1	-4	9
COc1ccc(CCNC(=O)COC(=O)c2cncc(Br)c2)cc1OC	-6	-7	1.3	-5	1	-13	-4	-3	1
O=C(Nc1cccc2nsnc12)c1ccc(-c2cccc(Cl)c2)o1	12	-9	0.3	-11	0	-15	-9	-1	18
O=C(N/N=C/C(Cl)=C\c1ccccc1)c1cccs1	-7	-10	1.0	-7	0	-8	2	0	-7
CCC(C(=O)NC1CCCC1)N(C(=O)Cn1nnc(-c2ccc(C)o2)n1)c1ccc(OC)cc1 (configuration not stated)	-7	0	-0.4	-9	-3	-15	-11	-11	1
O=C(NN=C(c1ccccc1)c1ccccc1)C(CCl)C1CCCCC1 (configuration not stated)	1	4	1.3	-14	4	-17	-2	-6	28
O=S(=O)(NCCCCCNS(=O)(=O)c1c(F)cccc1F)c1ccc2c(c1)OCCO2	15	-9	2.2	3	5	-4	-8	-6	-5
O=C(Nc1ccc(CN2CCOCC2)cc1)c1ccc(-c2ccc(Br)cc2)o1	21	-7	6.6	-6	2	-25	-27	-8	15
O=C(NCCc1ccc(F)cc1)c1ccncc1	-7	-6	1.6	-16	3	-6	-4	3	2
COc1cc(/C=C2\SC(N)=NC2=O)ccc1O	9	/	-0.8	7	-1	3	/	-5	-17
Cc1cccc(C(=O)Nc2cc(=O)n(C)c(=O)n2C)c1	2	-2	-0.1	-9	0	-2	-12	-2	10
O=C(CN1C(=O)NC2(CCCCCCC2)C1=O)Nc1ccc(Cl)cc1	-6	-7	0.2	-5	1	-14	-14	-2	-2
CC(=O)n1c2ccccc2c2ccccc21	-16	1	0.1	-4	4	5	-13	-11	-2
Cc1ccc(N=c2sc(C)c(C)n2C)cc1	-2	-4	0.1	-5	-1	-4	-15	2	18
COc1ccnc(N=CNOCc2cccc(C(F)(F)F)c2)c1C#N	6	-2	-0.1	-5	7	-4	-4	-3	3
COc1ccccc1NC(=O)C1CCN(S(C)(=O)=O)CC1	9	-9	0.6	-26	1	1	14	3	-19
CO/N=C/NC(=O)NOCc1c(Cl)cccc1Cl	-16	-11	0.3	-2	3	17	4	-2	-6
Cc1nc(C(F)(F)F)c(C(=O)N/N=C(\N)c2ccccn2)s1	-11	-6	-0.3	-1	2	10	-9	-3	-10
CCOC(=O)c1sc(N2N=C(C)/C(=C\c3ccc(OCC(=O)OC)cc3)C2=O)nc1C	-13	-3	0.1	-13	1	-4	-12	-5	12
c1ccn(-c2ccc(N3CCOCC3)cc2)c1	15	-5	6.1	6	1	0	-7	0	15
CC(=O)c1ccc(NC(=O)c2ccc(-n3cnnn3)cc2)cc1	-4	/	1.7	-3	3	-2	/	-3	8
CCCNC(=O)C1(C)CCCN(CCOc2ccccc2)C1 (configuration not stated)	-9	/	0.6	-5	0	-8	/	-7	18
CC(C)CNC(=O)C1(N2C(=O)c3ccccc3C2=O)CCCC1	/	/	0.1	-13	/	6	/	0	-10
Cc1ccc(S(=O)(=O)N2CCN(C(=O)COC(=O)CNC(=O)c3ccccc3)CC2)c(C)c1	-1	-5	2.3	-7	1	-8	-12	-4	14
O=C(O)C1CCC(=O)N(C2CC2)C1c1ccccc1 (configuration not stated)	-4	-3	0.4	-3	1	-8	9	2	18
CCCn1nnnc1NCc1c(Cl)cccc1Cl	0	-2	0.9	-10	6	-20	-3	-4	28
CC(C)(C)NC(=O)C(OC(=O)c1ccco1)c1ccc(Cl)cc1 (configuration not stated)	-4	11	3.3	-6	-1	9	-25	-6	2
CCN(CC(=O)Nc1c(F)cccc1F)C(=O)c1cccc(-n2cccc2)c1	3	-2	0.0	-5	2	4	-9	2	-6
Cc1nn(CC(=O)Nc2cccnc2)c(=O)c2ccccc12	11	-12	1.4	-6	1	6	3	-4	12
CCCC[N+](CC#CCO)(CC#Cc1ccccc1)CCCC	-26	-1	1.2	-9	1	-18	-2	-7	31
O=C(NS(=O)(=O)Oc1cccc(F)c1)OC[C@@H]1CCCN2CCCCC12 (some centres not stated)	-2	-5	0.3	-7	-2	-4	2	-4	-6
COc1cc(CN2CCN(CC3CC3)CC2CCO)cc(OC)c1 (configuration not stated)	-4	-17	0.6	-5	6	1	-16	-8	5
COc1cccc2c1Oc1ncccc1N(C(=O)CCC(=O)NCc1ccccc1Cl)C2	-11	-21	1.0	-12	14	5	-25	-6	-15
CCc1cccc2c(C#N)cn(CCOc3ccccc3OC)c12	39	-12	0.2	11	8	0	-4	-4	6
CCOCCCNC(=S)N1C2CCC1CC(NC(=O)Nc1ccc(C(=O)OCC)cc1)C2 (configuration not stated)	-38	-3	11	-5	3	-12	-13	-8	22
Cc1ccc(C(C(=O)Nc2ccc(C(C)C)cc2)N(C)C(=O)c2ccc(=O)[nH]c2)cc1 (configuration not stated)	13	-3	-0.5	-1	3	1	-8	-3	11
COCCCn1c(SCC(=O)NC(C)C)nnc1-c1ccccc1	11	7	0.3	-20	9	-2	-9	-1	4

In the list so far, these contain an NH in an aromatic ring:
SMILES	TAAR1 antag	OXTR potentiate	CHO-K1 Ca ag	CHRM1 antagonist	TAAR1 ag	CHO-K1 Ca antag	CHO parental Ca	M1 ag	CHO-K1 Ca PAM
O=C(CN1CCOCC1)Nc1c(-c2ccccc2)c2cc(Br)ccc2[nH]c1=O	15	-1	1.1	-3	1	-21	-23	-2	8
Cc1ccc(C(C(=O)Nc2ccc(C(C)C)cc2)N(C)C(=O)c2ccc(=O)[nH]c2)cc1 (configuration not stated)	13	-3	-0.5	-1	3	1	-8	-3	11

(further entries)
SMILES	TAAR1 antag	OXTR potentiate	CHO-K1 Ca ag	CHRM1 antagonist	TAAR1 ag	CHO-K1 Ca antag	CHO parental Ca	M1 ag	CHO-K1 Ca PAM
O=[N+]([O-])c1ccc(O)c(CN2CCCCCC2)c1	-20	-5	1.2	1	1	10	3	3	12
O=C(C[C@H]1C/C=C\C[C@@H](Cc2ccc(F)cc2)C(=O)O[C@H](c2ccccc2)CNC1=O)NCCO	9	1	-0.2	5	3	-7	-4	-7	1
O=C(OCCN1C(=O)c2ccccc2C1=O)c1ccccc1	-8	-2	0.1	2	0	-5	-13	-1	5
CCOc1ncccc1C(=O)Nc1ccc(S(=O)(=O)Nc2nccs2)cc1	-22	-5	6.0	-2	0	-2	-6	-5	6
Fc1ccc2nc(C3CCN(Cc4nc(CC5CC5)no4)CC3)[nH]c2c1	-8	-10	0.5	-10	-1	-20	-13	-3	13
COc1ccc(C2=NN(C(=O)c3cccc([N+](=O)[O-])c3)C(c3cccc([N+](=O)[O-])c3)C2)cc1 (configuration not stated)	-4	-1	0.0	6	8	-15	-15	-4	-5
OC(CN1CCN(c2ccccc2)CC1)Cn1c2ccccc2c2ccccc21 (configuration not stated)	42	0	0.2	4	13	-8	-24	-1	11
CC1CC(C)CN(S(=O)(=O)c2cccc(C(=O)N3CCN(c4ccc(F)cc4)CC3)c2)C1 (configuration not stated)	11	-2	-0.4	-1	-1	-22	-41	-7	12
N#C/C(=C(/O)COC(=O)c1ccc2c(c1)OCCO2)c1nc2ccccc2[nH]1	-12	-2	0.3	0	10	3	-5	-3	3
CCCCOc1ccc(CN2CCCCC2)cc1	-16	-2	1.0	42*	2	-22	-13	-15	15
Cc1ccc2nc(NC3=NC(CC(=O)O)C(=O)N3)nc(C)c2c1 (configuration not stated)	-12	-8	/	/	4	/	8	/	/
Cc1cc(C)cc(OCC(=O)N2CCc3ccccc3C2)c1	-12	-3	-0.1	-9	-1	-7	-3	-8	-8
CN(C)c1nnnn1-c1ccc(Cl)cc1Cl	-2	0	0.1	2	5	12	10	-4	-10
COc1cc(NC(=O)c2cccs2)c(OC)cc1NC(=O)c1ccco1	-1	1	1.8	-2	4	-8	-11	-2	12
Cc1ccc2c(c1)NC(=O)CC(c1ccccc1)=N2	-17	-18	0.3	15	11	-7	4	0	0
COc1ccc(/C=N/NC(=O)c2cc(-c3ccccc3OC(C)C)nc3ccccc23)cc1CN1CCOCC1	26	-18	3.4	1	15	-4	-25	-3	3
O=C(NCc1nc(-c2ccccc2)no1)c1cccs1	-8	1	2.4	-14	6	-27	-4	-6	25
c1ccc2c(-n3cccn3)cccc2c1	-2	-8	0.2	6	-3	14	3	-3	-5
